Compound activity from PubChem.
SMARCA2 activ: SMARCA2 function activation, primary screen; MG213 cells, MMTV-luciferase reporter, dexamethasone, overnight; activation, % at 9.1 µM; 1% of 370,000 active; in the data active = activation above about 7.8%;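 also: 0% = vehicle wells and 100% = reference activator wells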
DAX1 inh-1: DAX1 (NR0B1) inhibition, primary screen; HEK293T StAR-luciferase reporter, SF-1/DAX-1 repression relief; inhibition, % at 6.8 µM; 1.1% of 370,000 active; AID 652010;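 active = inhibition above the mean over all tested compounds plus 3 SD, cut at about 3.6% in these data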;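 also: 0% = DAX-1 cells with DMSO and 100% = cells lacking DAX-1 with DMSO; higher inhibition means more luminescence from relief of DAX-1 repression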
DAX1 inh-2: NR0B1 (DAX1) inhibition; inhibition, % at 6.75 µM; 0.99% of 340,000 active; AID 504766; P51843; HEK293 Gal4-DAX1 luciferase reporter, luminescence;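 active = inhibition above the mean over all tested compounds plus 3 SD, cut at about 4.2% in these data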;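 also: 0% = DAX1-transfected cells with DMSO and 100% = empty-vector control cells with DMSO; inhibition shows as a rise in luminescence from relieved DAX1 repression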
Target sequence (P51843 207-470 limits assumed): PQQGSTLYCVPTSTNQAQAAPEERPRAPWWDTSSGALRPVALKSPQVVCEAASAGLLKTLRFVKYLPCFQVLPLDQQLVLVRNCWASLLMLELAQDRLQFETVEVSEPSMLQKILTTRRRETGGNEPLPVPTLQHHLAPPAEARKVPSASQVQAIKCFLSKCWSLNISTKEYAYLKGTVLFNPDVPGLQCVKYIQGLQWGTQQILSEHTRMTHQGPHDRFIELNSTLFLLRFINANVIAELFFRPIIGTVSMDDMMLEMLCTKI
ADAM17 inh: ADAM17 inhibition, QFRET primary screen | P78536 | recombinant ADAM17, EDANS/DABCYL FRET peptide cleavage | inhibition, % at 6.95 µM | 0.83% of 370,000 active | AID 720648;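 active = inhibition above the mean of compounds lying between control limits plus 3 SD, set per campaign, cut at about 8.5% in these data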;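 also: 0% = DMSO-only wells as the low control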
ssDAF12 agonist: S. stercoralis DAF-12 activation, primary screen; HEK293 ssDAF-12/GRIP1 lit1-tk-luc reporter, luminescence; % of 3 µM dafachronic acid response; activation, % at 6.8 µM; 1% of 370,000 active; AID 652126;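 active = activation above the mean over all tested compounds plus 3 SD, cut at about 0.9% in these data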;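 also: 0% = DMSO-only wells and 100% = 3 µM delta7-dafachronic acid wells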
FXN GAA850 act: frataxin GAA850 promoter activation | HEK293 lucGAA850 FXN promoter luciferase reporter, 24 h; percent of 10 µM SAHA response | activation, % at 6 µM | 0.56% of 360,000 active | AID 540364;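 active = activation above the average of all compounds screened plus 3 SD, cutoff fixed separately per campaign, cut at about 7.5% in these data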;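 also: 0% = DMSO wells and 100% = 10 µM SAHA wells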
hcDAF12 agonist: activators of H. contortus DAF-12 nuclear receptor; HEK293 hcDAF-12 lit1-tk-luc reporter, luminescence; 0% DMSO, 100% Δ7-dafachronic acid; activation, % at 6.8 µM; 1.4% of 370,000 active; AID 652067;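 active = activation above the mean of all tested compounds plus 3 SD, cut at about 5.5% in these data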;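 also: 100% = response to 3 µM Δ7-dafachronic acid high control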
PG9 binder: PG9 antibody binding by small molecule. AID 624416. 0.43% of 360,000 active. TR-FRET gp120-PG9 antibody binding. inhibition, % at 6.7 µM; in the data active = inhibition above about 8.5%
NPR1 activator: GC-A (human) enzyme activation; 0.14% of 370,000 active; AID 1671463; P16066; activation, % at 10 µM; HEK293 GC-A cells, cGMP TR-FRET, EC30 ANP; 0% at EC30 ANP, 100% saturating ANP; in the data active = activation above about 40%
hgDAF-12 ag: activates the H. glycines DAF-12 receptor ligand-binding domain; HEK293 GAL4-hgDAF12 UAS-luciferase reporter, agonist luminescence; normalized to butyrate control; activation, % at 6.8 µM; 1.8% of 370,000 active; AID 687014;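 active = activation above a cutoff set at the mean of all screened compounds plus 3 SD, cut at about 10% in these data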;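 also: 0% = DMSO wells and 100% = sodium butyrate wells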
ADAM10 inh: inhibits human ADAM10; recombinant ADAM10, EDANS/DABCYL FRET peptide cleavage, 3 h; inhibition, % at 7 µM; 0.62% of 370,000 active;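 active = inhibition above a per-campaign cutoff equal to the mean of compounds falling between control-based bounds plus 3 SD, cut at about 20% in these data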;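 also: 0% = DMSO wells while the 100% control is not disclosed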
Target sequence (O14672 214-748 limits assumed): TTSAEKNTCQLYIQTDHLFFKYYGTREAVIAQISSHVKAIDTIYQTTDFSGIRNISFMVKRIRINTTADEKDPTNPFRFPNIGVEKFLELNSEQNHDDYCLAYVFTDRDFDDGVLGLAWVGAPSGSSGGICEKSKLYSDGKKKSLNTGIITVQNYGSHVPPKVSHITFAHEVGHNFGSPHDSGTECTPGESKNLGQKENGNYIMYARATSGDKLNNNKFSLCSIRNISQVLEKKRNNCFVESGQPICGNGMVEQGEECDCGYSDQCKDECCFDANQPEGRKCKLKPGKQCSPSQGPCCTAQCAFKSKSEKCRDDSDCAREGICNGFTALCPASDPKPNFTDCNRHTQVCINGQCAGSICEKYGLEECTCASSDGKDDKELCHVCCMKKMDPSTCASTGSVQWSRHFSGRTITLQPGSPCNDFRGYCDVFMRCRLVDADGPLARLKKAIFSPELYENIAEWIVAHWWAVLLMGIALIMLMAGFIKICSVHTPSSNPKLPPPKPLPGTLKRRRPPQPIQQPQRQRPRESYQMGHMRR
The depositor's hits bear a star; nt = not tested or not shown. Compounds were not picked by outcome. About 6.8% of those tested had a hit in this group.

Results follow in this order: SMARCA2 activ, DAX1 inh-1, DAX1 inh-2, ADAM17 inh, ssDAF12 agonist, FXN GAA850 act, hcDAF12 agonist, PG9 binder, NPR1 activator, hgDAF-12 ag, ADAM10 inh
Cc1ccc(S(=O)(=O)N2CCN(C(=O)c3sccc3C)CC2)cc1
 : -1, -0.2, 0.0, -3, -0.4, 2.4, -0.6, 0.4, -2, 1.3, -4
CN1CCCN(S(=O)(=O)c2ccc(Cl)c(Cl)c2)CC1
 : -3, -0.6, 0.9, -8, -1.1, 2.6, -2.0, -0.1, nt, -2.2, -7
S=c1[nH]nc(-c2ccc3ccccc3n2)n1-c1ccc2ncccc2c1
 : -1, 0.2, 1.2, -1, -0.5, 7.0, -0.2, 0.5, -8, 2.0, 0
COC(=O)C1CN(C(=O)COc2ccccc2)c2ccccc2O1 (centres undefined)
 : -4, 0.2, 0.1, 2, -0.4, -1.7, -0.3, -5.0, -4, -1.1, -6
CCN(CCCNC(=O)CN1C(=O)COc2ccc(S(=O)(=O)N3CCC(C)CC3)cc21)Cc1ccccc1
 : -2, 0.3, 1.8, -3, -1.0, 0.8, -0.9, 0.3, -1, -0.1, -4
CNC(=O)OC1CC2CC1[C@H]1CCCCN1C2=O (some centres undefined)
 : 0, 1.0, nt, -2, -1.2, nt, 0.7, -1.8, 3, -4.1, -8
CCOC(=O)C1(CC2CC2)CCN(S(=O)(=O)C[C@]23CC[C@H](CC2=O)C3(C)C)CC1
 : -5, 1.1, 3.0, 5, -0.8, 0.5, 1.7, -1.1, -3, -0.3, 10
Cc1ccc(CN2CCC(NC(=O)c3ccccc3)CC2)cc1
 : -2, -0.3, -1.0, -5, -0.7, -0.6, -1.5, -1.0, 1, -2.4, -4
Cc1cc(O)c(N)c(C)c1Cl
 : -3, -4.4, -0.3, 6, -0.6, 2.9, 2.5, -11, 0, 1.3, 12
CC(=O)c1c(C)[nH]c(C(=O)OCc2cccc(Cl)c2)c1C
 : -4, -0.3, -1.4, 5, -1.9, 4.7, -0.7, 1.3, 6, 2.1, 10
NS(=O)(=O)c1ccc(NC(=S)N2CCN(Cc3ccc4c(c3)OCO4)CC2)cc1
 : -3, -0.9, -0.6, -2, -1.5, 0.6, 0.1, -0.4, -1, -1.8, 1
O=C(Nc1sc2c(c1C(=O)NCc1ccco1)CCCC2)c1ccc2c(c1)OCO2
 : 8.9*, 1.5, 1.2, -15, -1.6, 10*, 0.9, 15*, 9, 4.3, -39
COc1c(O)cccc1[C@@H](O)C1CCN(CCc2ccc(F)cc2)CC1
 : -1, -0.2, 0.1, -2, -1.1, 2.0, -1.3, 1.1, 0, 0.6, -7
COC(=O)c1ccc(Cn2cc([N+](=O)[O-])cn2)cc1
 : -1, 0.0, 1.0, 0, -2.0, -0.7, -1.0, -3.6, 1, 0.7, 1
CC(=O)N1Cc2ccccc2CC1C(=O)NCc1ccccc1F (centres undefined)
 : 2, 0.1, 0.7, 0, -1.3, 0.3, 0.3, -1.8, -1, -0.6, 2
CC(C)C[C@@H](CN1CCC[C@H]1CN1C(=O)C(=O)NC[C@@H]1Cc1ccccc1)N1C[C@H](Cc2ccc(O)cc2)N(CC2CCCCC2)C(=O)C1=O
 : -5, 2.0, nt, 10*, -1.2, nt, 0.1, 2.4, 1, 1.2, 9
COc1ccc(N2CCN(Cc3nc4c(c(=O)n(C)c(=O)n4C)n3CCc3ccccc3)CC2)cc1
 : -4, 0.8, 1.2, 3, -1.1, -0.1, -0.7, -2.1, 1, -1.4, 16
CCN(CC)c1ccc(/C=N/NC(=O)c2cc(C)nc3ccccc23)cc1
 : 1, -0.4, -3.4, 1, -2.1, -2.1, -2.7, -6.9, 0, 1.1, 1
C=CCn1c(=O)c2ccccc2n2c(=S)[nH]nc12
 : 4, -0.2, -1.4, 2, -1.4, -1.3, -1.7, 0.3, -5, 0.0, 6
CCn1c(SCC(=O)c2ccc3c(c2)OCCO3)nnc1C(C)C
 : 5, -0.6, 0.8, 0, -0.9, 1.1, -1.0, -1.0, 2, -0.1, 2
CCN(Cc1ccccc1)c1ccc(/C=N/N=C(N)N)cc1
 : -4, -0.3, -0.7, -114, -1.2, 0.0, -3.9, -2.3, -13, -0.9, -396
COc1ccc2c(c1)CCc1c(C(=O)NCCN3CCOCC3)noc1-2
 : -3, -0.2, -0.1, -15, -0.8, -3.4, -1.6, 0.1, 1, 1.4, -23
COc1ccc(S(=O)(=O)Nc2cc3c(C(C)=O)c(C)oc3c3ccccc23)cc1
 : 1, -0.5, -1.3, 0, 0.1, -0.6, 0.1, -1.5, -3, -0.5, 1
CC1CCCC(NC(=O)COC(=O)COc2ccccc2Cl)C1C (centres undefined)
 : -2, 0.2, 1.4, -1, -2.2, 3.3, -1.2, 0.0, 0, -1.0, -3
CCN1CCN(CC(=O)Nc2ccc(OC(F)(F)F)cc2)CC1
 : 0, 0.2, 0.0, 1, -0.9, 1.0, 0.1, -0.1, 1, 1.0, 1
Cc1noc(C)c1NC(=O)N(C)C[C@@H]1Oc2ccc(NC(=O)C3CCCCC3)cc2C(=O)N([C@@H](C)CO)C[C@H]1C
 : 1, -0.2, -0.1, -2, -0.5, 0.8, -0.4, 0.6, 2, 2.7, -6
CC(C)c1nnc(NC(=O)C2CCCO2)s1 (centres undefined)
 : 4, 1.7, -0.3, -1, -0.8, -0.2, 0.0, 2.3, 3, 3.6, -4
Cc1cc(C)nc(N2CCCC(C(=O)NCc3ccccc3)C2)n1 (centres undefined)
 : -3, -0.4, 3.0, -6, -0.7, -2.8, -2.1, 0.5, -2, 2.4, -4
O=C(CCc1nc2sc3c(c2c(=O)[nH]1)CCCC3)NCCc1ccc(F)cc1
 : -3, 0.1, -0.4, 0, -0.7, -0.1, -1.1, 3.0, -3, 0.0, -12
CCCNC(=S)NCc1ccc(Cl)cc1
 : -2, -0.6, 1.1, -1, -1.1, -4.4, 1.1, -2.0, -2, 0.1, -3
COc1ccc(C(=S)NCS(=O)(=O)c2ccc(C)cc2)cc1
 : -2, -0.5, 0.1, 5, -1.1, 3.0, -0.9, -1.2, 0, 1.0, 11
COc1cc2nc(SCc3ccc(F)cc3)n(Cc3cccs3)c(=N)c2cc1OC
 : -5, -0.1, 3.0, 3, -1.3, -0.4, 0.0, -1.6, 4, -1.1, -4
O=C(Nc1ccccn1)c1ccc2ccccc2c1O
 : 1, 1.8, 3.8, -22, 1.5*, 3.6, 8.4*, -5.5, 3, 9.6, -46
C/C(=N\N=C\c1ccccc1)c1nnn(-c2nonc2N)c1C
 : 5, 1.3, 0.6, 1, 0.0, 4.4, 0.9, 1.9, 3, 2.3, 6
COc1cccc(OCc2nc3c4cnn(-c5ccccc5)c4ncn3n2)c1
 : 0, -0.1, -0.6, -3, -1.3, -0.1, -1.0, -0.6, 0, 1.6, 3
CCc1ccc(N(CC(=O)Nc2ccccc2C(=O)N2CCOCC2)S(C)(=O)=O)cc1
 : -2, -0.7, -0.6, -2, 1.5*, 0.3, -0.4, -0.9, -1, -0.7, -2
COC(=O)c1sc(OC)cc1OCc1ccc(C)cc1
 : -1, -0.9, 0.9, -3, -1.4, -0.8, -1.8, -1.6, 3, -1.1, -11
Cc1cc(Br)ccc1OCCCN1CCC(C(O)(c2ccccc2)c2ccccc2)CC1
 : -4, 0.6, nt, 4, -0.7, nt, 0.0, nt, -7, 1.6, 4
COc1ccc(OC)c2[nH]c(=O)c(CCNS(=O)(=O)c3ccccc3)cc12
 : -1, -0.8, 0.1, -9, -0.9, 0.8, -1.5, 1.3, -3, 1.8, -17
CC(=O)c1ccc(NC(=O)c2cccs2)cc1
 : 12*, 2.6, 0.9, 0, 0.6, 3.3, 4.5, -0.9, 0, 7.1, 6
CCN1CCN(C(=O)c2cc3cc(Cl)ccc3[nH]2)CC1
 : 3, 0.2, 0.9, -5, -0.2, 2.3, 3.5, -3.3, 1, 0.4, 2
CCN1C(=S)SC(=O)C1=C1C=C(C)N(Cc2ccco2)C(C)=C1
 : 4, 1.6, 3.0, -3, 0.3, 0.9, 6.5*, -9.2, 12, 12*, 9
Cc1ccc(N(C)S(=O)(=O)c2cccc(C(=O)Nc3ccc(C)cn3)c2)cc1
 : -3, -2.2, -0.8, 3, -1.3, 2.3, -2.1, 1.8, -1, -1.2, 7
Cc1ccc(SCC(=O)OCC(=O)Nc2ccc3[nH]c(=O)[nH]c3c2)cc1C
 : -1, 0.9, 3.0, -2, -0.5, -2.1, -1.0, 0.9, 2, -1.2, -12
CN1CCN(C(=O)c2ccccc2[N+](=O)[O-])CC1
 : -2, -0.3, 3.3, 0, -0.8, 0.5, -0.2, 1.8, 3, 0.0, 2
COc1cc(CCCN2C(N)=NC[C@H]2Cc2ccc(O)cc2)cc(OC)c1OC
 : 0, 0.0, 0.2, -6, -1.5, 0.5, -1.9, -0.7, 0, 0.6, -11
COc1ccc(/C=C(/C#N)C(=O)Nc2ccc(O)cc2)cc1C(=O)O
 : -2, 0.1, 1.1, 1, -0.4, -1.0, 1.6, -1.1, -3, 0.5, -2
CCCCNC(=O)C1CCN(C(=O)Nc2ccc(C)cc2)CC1
 : -1, -0.2, -0.6, -6, -0.8, 0.9, -1.5, 0.8, 1, -0.3, -1
CCc1ccccc1N(CC(=O)OC)S(C)(=O)=O
 : -10, -0.1, -0.5, -5, -1.1, 0.7, -0.8, 3.4, -1, -0.1, -3
Cc1ccc(C(=O)Nc2nc(=O)n(C)s2)cc1
 : 4, 0.8, 5.6*, 0, -0.7, -0.5, 5.2, -0.3, -1, 6.2, 3

The results go on.
Results follow in this order: SMARCA2 activ, DAX1 inh-1, DAX1 inh-2, ADAM17 inh, ssDAF12 agonist, FXN GAA850 act, hcDAF12 agonist, PG9 binder, NPR1 activator, hgDAF-12 ag, ADAM10 inh
O=C(COC(=O)COc1ccccc1)NCc1ccccc1
 : -1, 0.4, 0.8, -3, -1.9, 0.7, -0.3, 0.7, -1, -1.6, 2
CCOc1ccc(-c2csc(NC(=O)CSCC(=O)O)n2)c2ccccc12
 : -1, -0.6, -0.8, -5, -1.0, 0.5, -1.2, -1.2, -3, -1.6, -10
O=[N+]([O-])c1cccc(COc2ncnc3cc([N+](=O)[O-])ccc23)c1
 : -2, -0.8, -2.7, -10, -1.6, -1.3, -2.3, -1.1, -5, -4.0, -15
C=CCn1c(SCC(=O)Nc2sc3c(c2C#N)CCC(C)C3)nc2cc(C(=O)O)ccc2c1=O (centres undefined)
 : -4, 1.3, -0.1, -14, -0.5, 3.4, -1.4, 0.2, -2, -1.6, -70
C[C@@]12C(=O)Nc3cc(Cl)ccc3C(=O)N1[C@H]1c3cc(Br)ccc3OC[C@@H]1[C@@H]2c1ccccc1
 : 2, 0.1, 0.1, -3, -0.9, -12, 1.5, -1.5, -3, -0.8, -1
CC(=O)NC1(c2ccccc2)CCN(C(=O)N2CCOCC2)CC1
 : -1, -0.2, 1.2, -3, -1.1, 1.7, -1.4, 1.5, -1, 0.1, 2
CN1CCC(N(C)C(=O)c2cc(S(=O)(=O)N(C)c3ccccc3)ccc2Cl)CC1
 : -2, 0.2, 1.0, -2, -0.8, -0.1, 2.4, 1.6, -2, 1.1, -3
CC(C)n1nnnc1C1c2ccccc2C(=O)N1Cc1cccs1 (centres undefined)
 : -5, -0.9, nt, -3, -0.5, nt, -1.2, 0.4, -1, 5.2, -15
O=C(CCN1CCN(Cc2ccccc2)CC1)NNC(=O)Cc1ccc(Cl)c(Cl)c1
 : -3, -0.2, -0.6, -4, -1.0, -0.2, -0.9, 0.1, -2, -3.6, 2
